# Screens (PubChem BioAssay)
# TEAD-YAP block – TEAD-YAP interaction inhibition; 1.4% of 640,000 active; inhibition, % at 9.12 µM; HEK-TIYL cells, TEAD-Gal4/YAP UAS-luciferase luminescence; AID 1259422; in the data active means inhibition above about 32%;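 further: 0% = median of test compound wells and 100% = reference inhibitor wells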
# MITF inh – inhibitors of human MITF; AlphaScreen MITF homodimerization, bead proximity signal; inhibition, % at 2.6 µM; 0.91% of 650,000 active; AID 1259374; in the data active means inhibition above about 50%;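 further: 0% = vehicle wells with protein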
# Target sequence (O75030 whole entry, looked up): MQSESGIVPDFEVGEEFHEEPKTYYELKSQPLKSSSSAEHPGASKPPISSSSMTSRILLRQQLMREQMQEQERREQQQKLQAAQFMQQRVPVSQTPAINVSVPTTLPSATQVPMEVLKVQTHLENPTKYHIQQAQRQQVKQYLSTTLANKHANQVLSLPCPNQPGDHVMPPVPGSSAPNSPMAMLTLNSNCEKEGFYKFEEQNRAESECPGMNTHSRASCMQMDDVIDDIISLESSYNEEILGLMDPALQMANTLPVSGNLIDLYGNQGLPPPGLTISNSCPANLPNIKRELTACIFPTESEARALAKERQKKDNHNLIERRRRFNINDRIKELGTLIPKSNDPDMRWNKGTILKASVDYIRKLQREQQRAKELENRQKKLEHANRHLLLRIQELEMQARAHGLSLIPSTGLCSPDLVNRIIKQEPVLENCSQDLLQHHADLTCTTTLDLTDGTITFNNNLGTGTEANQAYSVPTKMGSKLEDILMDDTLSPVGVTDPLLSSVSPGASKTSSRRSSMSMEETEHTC
# GPR151 ag – activators of human GPR151. Q8TDV0. PathHunter beta-arrestin GPR151 cells, luminescence. activation, % at 11.2 µM. 1% of 650,000 active. AID 1508602; in the data active means activation above about 4.9%;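 further: 0% = median of compound wells and 100% = cells with positive control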
# Target sequence (Q8TDV0 whole entry, looked up): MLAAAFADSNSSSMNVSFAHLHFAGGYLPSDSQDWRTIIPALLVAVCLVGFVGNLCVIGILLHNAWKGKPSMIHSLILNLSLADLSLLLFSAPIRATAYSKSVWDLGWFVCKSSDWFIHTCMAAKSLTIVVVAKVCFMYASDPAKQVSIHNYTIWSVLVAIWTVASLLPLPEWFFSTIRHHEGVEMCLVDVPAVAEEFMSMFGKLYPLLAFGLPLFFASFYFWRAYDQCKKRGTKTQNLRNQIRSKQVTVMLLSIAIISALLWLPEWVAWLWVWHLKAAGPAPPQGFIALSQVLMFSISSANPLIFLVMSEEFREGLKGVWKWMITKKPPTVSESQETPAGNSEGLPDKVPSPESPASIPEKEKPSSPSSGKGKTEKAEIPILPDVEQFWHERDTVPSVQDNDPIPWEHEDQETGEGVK
# FBW7 act – human FBW7 E3 ligase activation, primary screen. AlphaScreen FBW7–phospho-cyclin E peptide binding, activator screen. normalized activity (activation), % at 26.1 µM. 0.13% of 650,000 active. AID 1259310; in the data active means normalized activity above about 1.9%;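 further: purified mutant Fbw7 with reduced substrate affinity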
# * hit, by the source's call; / = no result given; & = joins results of further samples. This is a subset; count on the stated rates, not on these rows.
SMILES,TEAD-YAP block,MITF inh,GPR151 ag,FBW7 act
Oc1ccc(-c2ccccn2)cc1CNC1CN2CCC1CC2 (stereo not given),3,8,0.3,0.2
CN(C)c1ccc(/C=C2/C(=O)NC(=S)N(Cc3ccco3)C2=O)cc1,14,76*,-0.4,-0.9
CCCOc1ccc(CCN)cc1Cl,12,11,-1.1,1.4
Cn1cc(C(=O)C(=O)N[C@H]2CN3CCC2CC3)c2ccccc21,/,-7,-0.3,-0.2
O=C(c1ccccc1Cl)c1cc([N+](=O)[O-])ccc1-n1cccc1,51*,9,0.7,-0.1
O=C1C2CCN(CC2)C1Cc1ccc2c(c1)OCO2 (stereo not given),1,5,1.2,-0.1
CC1=C(C(=O)OCc2ccccc2)C2(C(=O)Nc3ccc(F)cc32)C(C#N)=C(N)O1 (stereo not given),-5,1,1.3,0.1
O=c1c2ccccc2nc(/C=C\c2ccc(F)cc2)n1-c1cccc(F)c1,3,-1,2.9,0.1
C[C@H]1CC[C@@H]2[C@@H](C)[C@H]3[C@H](C[C@H]4[C@@H]5CC=C6C[C@@H](O[C@@H]7O[C@H](CO)[C@H](O)[C@H](O[C@@H]8O[C@H](CO)[C@@H](O)[C@H](O)[C@H]8O)[C@H]7O[C@@H]7O[C@@H](C)[C@H](O)[C@@H](O)[C@H]7O)CC[C@]6(C)[C@H]5CC[C@]34C)N2C1,-15,9,-1.8,0.0
Cc1nn(C)c(C(=O)Nc2ccc3c(C(F)(F)F)cc(=O)oc3c2)c1[N+](=O)[O-],5,8,1.1,-0.1
COC1=CC(=O)O[C@@H](CCc2ccc3c(c2)OCO3)C1,12,21,2.0,0.5
O=c1c2ccccc2nc(-c2ccccc2F)n1CCc1ccccc1,-13,4,-0.3,0.0
Nc1ccc(C2(c3ccc(N)cc3)CCCCC2)cc1,2,-3,0.8,-0.1
O=C1CSC(c2ccc3c(c2)OCO3)c2c(n(C3CCCCCC3)[nH]c2=O)N1 (stereo not given),-6,7,1.8,0.0
CC(=O)C1C2c3ccccc3OC1(C)N=c1s/c(=C3\C(=O)Nc4ccccc43)c(=O)n12 (stereo not given),6,-4,-1.7,0.0

# Four consecutive records from above, quoted:
SMILES,TEAD-YAP block,MITF inh,GPR151 ag,FBW7 act
O=c1c2ccccc2nc(-c2ccccc2F)n1CCc1ccccc1,-13,4,-0.3,0.0
Nc1ccc(C2(c3ccc(N)cc3)CCCCC2)cc1,2,-3,0.8,-0.1
O=C1CSC(c2ccc3c(c2)OCO3)c2c(n(C3CCCCCC3)[nH]c2=O)N1 (stereo not given),-6,7,1.8,0.0
CC(=O)C1C2c3ccccc3OC1(C)N=c1s/c(=C3\C(=O)Nc4ccccc43)c(=O)n12 (stereo not given),6,-4,-1.7,0.0

# (more compounds)
SMILES,TEAD-YAP block,MITF inh,GPR151 ag,FBW7 act
COc1ccc(OC)c(C2=NCC(=O)Nc3c2oc2ccccc32)c1,52*,-4,0.5,-0.2
Cc1cc(C)[n+](-c2ccc([N+](=O)[O-])cc2)c(C)c1,2,8,1.5,0.3
CCn1c(O)c(C=NCc2cccs2)c(=O)[nH]c1=O,6,-3,-1.1,-0.2
Cc1cc(I)cnc1NC(=O)C(Cl)(Cl)Cl,-1,-9,-1.0,-0.2
Cc1ccc(O)c(CN2CCN(c3ccccc3)CC2)c1,-4,-3,-0.1,-0.1
CSc1ccc(CN2CCN(Cc3cccc(Cl)c3)CC2)cc1,2,67*,0.0,-0.3
COc1cc(Br)c(CN2CCN(CCO)CC2)cc1OC,-5,16,-0.9,0.3
S=c1nc(NCCc2cnc[nH]2)c2ccccc2[nH]1,-5,4,0.7,0.0
O=C1NC(=S)N(c2ccccc2)C(=O)/C1=C/c1ccc(O)cc1,14,13,0.7,0.1
O=C(c1c[nH]c2ccc(S(=O)(=O)N3CCC4(CC3)OCCO4)cc2c1=O)N1CCC2(CC1)OCCO2,2,5,2.3,-0.1
COC(=O)C1=C(N)OC(C)=C(C(C)=O)C12C(=O)Nc1ccc(Br)cc12 (stereo not given),-9,-3,0.9,-0.1
O=C(O)C1C2CC3CC(C2)CC1(n1ncc(NC2CCCC2)c(Cl)c1=O)C3 (stereo not given),-2,-1,1.4,-0.1
Clc1cccc(-n2nnnc2C2(N3CCOCC3)CCCCC2)c1,-4,-3,-0.6,0.1
O=c1[nH]c(=O)n(C2OC(CO)C(O)C(O)C2O)cc1N(CCCl)CCCl (stereo not given),4,-6,1.2,-0.2
OCCC1CN(Cc2cccc(Cl)c2)CCN1Cc1ccccc1 (stereo not given),-1,11,-0.8,0.2
FC(F)(F)COc1ccc(N2CCNCC2)nn1,-7,9,0.3,0.2
CCC12CN3CN(C1)CC(CC)(C3)C2O (stereo not given),6,2,-0.3,-0.1
COc1ccc(N2CCN(CCC#N)CC2)cc1,0,57*,0.1,-0.2
CCCCn1c(=O)c(C(=O)NCCCO)c(O)c2ccccc21,-12,-7,0.3,-0.6
CCCCC/C=C\C[C@@H](/C=C/C=C\C/C=C\CCCC(=O)O)OO,/,-1,-1.4,/
O=C(O)c1cc(Cl)c(O)c(Cl)c1,1,11,0.3,0.1
O=C(CN1C2CCC1CC(O)(c1ccc(F)cc1)C2)Nc1ccc2c(c1)OCO2 (stereo not given),-4,3,-1.6,-0.1
c1ccc(CCCN2CCN(CCOC(c3ccccc3)c3ccccc3)CC2)cc1,-3,16&-2,3.3&-0.4,-0.2&0.1
COc1ccc(C(=O)C2CCCN(Cc3cc(C)[nH]n3)C2)c(OC)c1 (stereo not given),-9,9,-0.8,0.1
COc1ccc(-c2noc(CC(=O)N3CCN(C4CCCCC4)CC3)n2)cc1,3,10,-0.5,0.2
CCCCSc1nc2ccccc2c(=O)n1-c1ccccc1OC,12,6,-1.0,-0.1
NC1=NC(c2c[nH]c3ccccc23)C=NN1 (stereo not given),0,8,0.1,0.0
COc1cccc(CN2CCN(c3ccc([N+](=O)[O-])cc3)CC2)c1,4,40,3.6,0.0
Cc1cc(C)n2nc(CCCc3nn4c(C)cc(C)nc4[n+]3C)[n+](C)c2n1,-2,5,-0.5,0.7
CCCCn1c(C)c(C(=O)OCC)c2cc(OC(C)=O)ccc21,-5,0,-0.6,0.4
COc1ccc(-n2c(-c3ccccc3F)nc3ccccc3c2=O)cc1,-3,12,-0.4,0.0
CCC1C(c2ccccc2)NC(c2ccccc2)CC1(O)c1ccc(F)cc1 (stereo not given),5,5,1.1,-0.3
COc1ccccc1N1CCN(Cc2ccccc2C#N)CC1,0,55*,0.6,0.1
CN1CCN(C(=O)COc2ccc(Br)cc2Cl)CC1,3,9,-0.3,-0.1
O=[N+]([O-])c1ccc(NCCCCNc2ccc([N+](=O)[O-])c3cccnc23)c2ncccc12,-4,12,0.2,0.3
CC(=O)OC1(c2ccccc2)CCN(C)C2CCCCC21 (stereo not given),13,5,0.6,0.5
Cc1cccc(-n2c(-c3cccs3)nc3ccccc3c2=O)c1,-4,-13,-1.0,-0.1
CCOc1ccc(N2C(=O)NC(=O)/C(=C/c3ccc(C)cc3)C2=O)cc1,4,29,-0.3,0.0
O=C1NC(=O)N(CCc2ccc(F)cc2)C(=O)/C1=C\c1ccco1,-3,23,0.4,0.0
CN(C(=O)Oc1ccc([N+](=O)[O-])cc1)c1ccccc1,-9,6,-0.2,0.1
Cc1cccc(-n2c(O)c(C=Nc3ccc(S(N)(=O)=O)cc3)c(=O)[nH]c2=O)c1,6,2,0.9,-0.3
Cc1[nH]c2ccccc2c1CCN,-6,3,2.0,2.1*
CC[C@H](N)Cn1nc(-c2cccs2)oc1=O,-1,5,-1.1,0.0
COS(=O)(=O)c1ccc(N2CCCC2=O)cc1 (tested in a mixture with another compound),-14,0,0.4,0.5
CC(=O)Nc1ccc(S(=O)(=O)NC(CC(=O)N2CCC3(CC2)OCCO3)C(C)C)cc1 (stereo not given),3,10,-0.9,0.5

# Results in MITF inh, for five of the compounds above:
Structure	MITF inh
Cc1cccc(-n2c(-c3cccs3)nc3ccccc3c2=O)c1	-13
CCOc1ccc(N2C(=O)NC(=O)/C(=C/c3ccc(C)cc3)C2=O)cc1	29
O=C1NC(=O)N(CCc2ccc(F)cc2)C(=O)/C1=C\c1ccco1	23
CN(C(=O)Oc1ccc([N+](=O)[O-])cc1)c1ccccc1	6
Cc1cccc(-n2c(O)c(C=Nc3ccc(S(N)(=O)=O)cc3)c(=O)[nH]c2=O)c1	2

# The list goes on.
SMILES,TEAD-YAP block,MITF inh,GPR151 ag,FBW7 act
CC(C)Oc1ccc(CC2C(=O)N(C)C(=O)N(C)C2=O)cc1,-3,18,-1.2,0.1
CCOC(=O)CNC(=O)NC(C)Cc1ccccc1 (stereo not given),-5,2,0.7,-0.1
OCCNc1c2c(nc3ccccc13)CCCC2,-9,1,1.1,0.1
Cc1cc(O)c(C(=O)Nc2cccc(Cl)c2)c(=O)n1Cc1ccccn1,11,9,3.2,0.2
O=c1c2ccccc2nc(/C=C/c2cccnc2)n1-c1ccccc1[N+](=O)[O-],14,4,-1.0,-0.1
Cc1cccc(NC(=O)c2c(O)c3ccccc3n(Cc3ccccc3)c2=O)n1,13,10,0.6,0.3
CCCCCCCC/C=C\CCCCCCCC(=O)N[C@H](C)CO,/,3,2.7,/
O=C(O)COc1ccc(Cl)cc1Cl,4,-2,-0.6,0.2
COc1ccc(/C=C/c2nc3ccccc3c(=O)n2-c2ccc(O)cc2)cc1,1,5,-0.1,-0.1
COC(=O)C1C2c3ccccc3O[C@]1(C)N=C1SCC(=O)N12 (stereo not given in full),9,-6,0.6,0.0
N#Cc1c(-c2ccccc2)cc(N2CCN(Cc3ccccc3Cl)CC2)n2c1nc1ccccc12,-3,1,2.4,0.0
CC(C)N1CCN(C(=O)COc2ccccc2)CC1,2,27,-0.1,0.1
O=[N+]([O-])c1ccc(N2CCNCC2)cc1N1CCCCCC1,4,25,-2.2,0.1
COC(=O)C1=C(C)OC(N)=C(C(=O)OC)C12C(=O)N(C)c1ccccc12 (stereo not given),-5,-14,0.7,-0.1
Cc1c(C(=O)c2ccc3ccccc3c2)c2cccc3c2n1[C@H](CN1CCOCC1)CO3,/,10,5.4*,0.7
COc1cc(C=C2C(=O)NC(=S)NC2=O)ccc1OCc1cccc(C(=O)O)c1,85*,-20,-7.8,-0.1
COc1cc(Br)cc(CN2CCN(C)CC2)c1O,6,-5,1.4,0.6
CC1=[N+]([O-])C2(CC(C)(C)NC(C)(C)C2)NC1(C)C,6,12,0.2,0.1
CN1CCN(c2ccc([N+](=O)[O-])cc2F)CC1,1,1,0.7,0.0
CC(=O)OC1(c2ccccc2)CC(C)N(CC(C)C)C[C@@H]1C (stereo not given in full),2,11,-1.2,0.0
O=C(CN1CC(c2ccccc2)CC1=O)Nc1cccc(Cl)c1 (stereo not given),-7,6,1.2,-0.3
CN(C)c1ccc(N2CCNCC2)c([N+](=O)[O-])c1,3,-2,0.0,-0.2
C=CCOC(=O)C1C2NC(=S)N(c3cccc(Cl)c3)C1(C)Oc1ccccc12 (stereo not given),-7,-4,10.0*,-0.3
COC(=O)C1=CCCN(C)C1,-6&-1&1&-4&-3,0&-2&18&7&-22&9,2.8&-0.7&-0.4&2.5&0.1&0.6,1.2&-0.1&0.1&0.1&0.0&0.0
COc1cc2c(cc1OC)CN(c1ccc([N+](=O)[O-])c3cnccc13)CC2,6,4,2.7,-0.2
CCOC(=O)C1(c2ccccc2)CCN(CCC(=O)Nc2cc(C)on2)CC1,7,36,1.5,0.3
COc1cccc(CNCCc2ccc(Cl)cc2)c1OC,-8,40,2.9,-0.2
O=C1SCC2N1CCCNC21CCCCC1 (stereo not given),-8,-4,-0.1,0.0
CCCC(C)C1(CC)C(=O)NC(=Nc2ccc(OC)cc2)NC1=O (stereo not given),0,-22,-0.3,-0.1
O=[N+]([O-])c1ccc(NCCCN2CCOCC2)nc1,5,10,0.7,-0.1
Nc1c([N+](=O)[O-])cc(C(F)(F)F)cc1[N+](=O)[O-],0,1,0.4,-0.1
CN1CCC(O)(c2ccccc2)C(C(O)c2ccccc2)C1 (stereo not given),-1,6,-0.4,0.1
Cc1ccc(CC(=O)N2CCN(Cc3ccccc3)CC2)cc1,-4,18,1.7,0.3
CC1CCCCC1NC(=O)c1cc2cccnc2n(Cc2ccccc2)c1=O (stereo not given),-3,-15,-0.1,0.1
CC1(C)C(C(=O)Nc2cccc3ccccc23)C1(C)C,2,3,0.1,0.0
CCC(=O)Nc1cc(Cl)c([N+](=O)[O-])cc1OC,3,17,-1.2,0.3
O=[N+]([O-])c1ccc(N2CCN(Cc3ccc(O)cc3)CC2)cc1,9,39,0.1,-0.6
Cc1ccc2c(c1)C1CN(C)CCC1N2C(=O)c1ccco1 (stereo not given),0,-9,-0.2,-0.1
COc1ccc(CN2CCN(CCO)CC2)c(OC)c1,10,5,0.1,1.1
Cc1nnc(N2CCN(C)CC2)[nH]c1=O,-5,-1,-0.7,-0.1
O=C(CN1CCN(c2ccccc2)CC1)Nc1ccc(Cl)cc1C(=O)c1ccccc1Br,-20,0,-0.4,-0.1
Cc1nc(C)c(CC(=O)N2CCCC(N3CCN(c4ccccc4)CC3)C2)s1 (stereo not given),1,9,-0.2,0.0
c1ccc2[nH]c(C3CCCNC3)nc2c1 (stereo not given),1,5,-1.0,0.0
CCOP(=S)(OCC)O/C(=C\SCc1ccccc1)c1ccccc1,-1,-15,0.7,0.5
Cc1ccc(-n2c(/C=C/c3cccc([N+](=O)[O-])c3)nc3ccccc3c2=O)cc1C,7,7,-0.7,-0.1
